Source: PubChem (National Center for Advancing Translational Sciences (NCATS))
Nrf2 activator: qHTS of Nrf2 Activators. AREc32 ARE-luciferase reporter (MCF7-derived line), luminescence, 24 h. Potency, µM (highest dose often 46.1 µM), without a hit: top-dose activation, most hits filed as activators. hit rate 0.31% among 410,000. AID 624171, 2012; note: potency is the fitted concentration of half-maximal effect; % of control where 0% means no effect; nearly all actives have a fitted effect of over 65% in size
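Luciferase luminescence (Steady-Glo, 30 min at room temperature) served as the read-out of ARE activation in AREc32 cells treated with compounds for 24 hr at 37 deg C.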
A549 tox: Nrf2 qHTS screen for inhibitors: counterscreen for cytotoxicity; A549 ARE-Fluc cells, CellTiter-Fluor viability, 18-24 h; Potency, µM (top dose mostly 46 µM), for inactives: at the highest dose activity change, negative = cytotoxicity, actives largely listed as inhibitors; hit rate 0.16% among 390,000; AID 504648, 2011; note: potency is the fitted concentration of half-maximal effect; % is set by controls: 0 for no effect and ±100 for the full control effect
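A549 ARE-Fluc cells in 5% FBS OPTI-MEM, 5000 cells/well, rested 2 h then exposed to compounds in concentration-response for 18-24 h at 37 °C. Viability by CellTiter-Fluor fluorescence (Ex 405/Em 525) after 30 min; luciferase luminescence (BugLite, 15 min, RT) read afterwards.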
CCT modulator: High-Throughput Screening for Modulators of Cytosolic Chaperonin Activity; purified chaperonin ATPase assay, HTRF ADP detection, 30 min; activity change, % (test concentration not listed), hits read low; hit rate 0.3% among 360,000; AID 651819, 2012; in the data active = activity change below about -30%; note: % is set by controls: 0 for no effect and ±100 for the full control effect
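TRiC at 40 or 20 nM final (batch-dependent) in 30 mM Tris pH 7.4, 100 mM KCl, 5 mM MgCl2, 1 mM DTT, with compound at single 76 uM and 10 uM ATP, 30 min at 37 deg C. ADP detected by HTRF Transcreener, 665/615 ratio.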
Nrf2 block: Nrf2 qHTS screen for inhibitors; A549 ARE-Fluc reporter, luciferase luminescence, 18-24 h; Potency, µM (titrated, usually from 46 µM), inactives show top-dose activity change, negative = inhibition, usual class: inhibitors; hit rate 2.1% among 360,000; AID 504444, 2011; note: potency is the fitted concentration of half-maximal effect; % is set by controls: 0 for no effect and ±100 for the full control effect; nearly all actives have a fitted effect of over 60% in size
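Nrf2 function is reported as luminescence of an ARE-controlled luciferase in A549 cells. Compounds were tested at several concentrations, and a CellTiter-Fluor read on the same wells flagged cytotoxicity.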
EPAC2 agonist: qHTS for Agonist of cAMP-regulated guanine nucleotide exchange factor 4 (EPAC2): primary screen; Rap guanine nucleotide exchange factor 4 (Homo sapiens), Q8WZA2; EPAC2 activation, biochemical qHTS; response scale: 100% = 6.5 mM cAMP response; Potency, µM (highest dose often 154 µM), inactives show at the highest dose activation, most hits filed as activators; hit rate 0.079% among 360,000; note: potency is the fitted concentration of half-maximal effect; nearly all actives have a fitted effect of over 50% in size
Target sequence (Q8WZA2 whole entry, looked up): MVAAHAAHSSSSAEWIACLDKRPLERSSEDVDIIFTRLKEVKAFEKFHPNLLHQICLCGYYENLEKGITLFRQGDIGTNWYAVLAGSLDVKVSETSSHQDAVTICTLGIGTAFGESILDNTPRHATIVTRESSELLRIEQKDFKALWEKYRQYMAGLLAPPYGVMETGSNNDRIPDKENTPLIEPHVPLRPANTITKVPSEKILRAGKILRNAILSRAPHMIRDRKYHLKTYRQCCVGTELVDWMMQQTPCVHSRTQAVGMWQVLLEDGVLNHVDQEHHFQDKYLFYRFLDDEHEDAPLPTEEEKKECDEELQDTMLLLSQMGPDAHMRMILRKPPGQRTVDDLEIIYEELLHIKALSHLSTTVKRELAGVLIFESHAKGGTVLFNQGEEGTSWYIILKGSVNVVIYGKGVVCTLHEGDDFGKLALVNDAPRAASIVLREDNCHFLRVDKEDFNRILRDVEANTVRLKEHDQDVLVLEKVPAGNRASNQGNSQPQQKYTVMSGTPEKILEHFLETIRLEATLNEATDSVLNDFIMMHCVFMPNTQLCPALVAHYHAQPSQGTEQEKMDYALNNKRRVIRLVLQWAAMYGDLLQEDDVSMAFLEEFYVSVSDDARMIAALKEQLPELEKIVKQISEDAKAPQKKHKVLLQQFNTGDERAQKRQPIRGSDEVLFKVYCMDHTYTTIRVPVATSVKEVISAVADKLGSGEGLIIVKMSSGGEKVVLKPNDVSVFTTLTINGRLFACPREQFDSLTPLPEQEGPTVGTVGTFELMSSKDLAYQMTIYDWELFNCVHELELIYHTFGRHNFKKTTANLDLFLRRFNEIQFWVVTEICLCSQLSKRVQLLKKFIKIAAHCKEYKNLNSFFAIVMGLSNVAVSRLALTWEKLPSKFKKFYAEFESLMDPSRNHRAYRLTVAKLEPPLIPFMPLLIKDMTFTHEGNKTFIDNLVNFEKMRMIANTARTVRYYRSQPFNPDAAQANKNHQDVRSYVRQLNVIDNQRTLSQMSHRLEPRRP
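EPAC2 (100 nM) mixed with Rap1B loaded with BODIPY-GDP (250 nM) plus 50 uM unlabeled GDP; compounds pinned in, 5 min RT, then read every 5 min for 30 min (ex 480, em 540 nm). Normalized to cAMP control.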
MmCpn inh: Inhibitors of TCP-1 ring complex (TRiC) of Methanococcus maripaludis (MmCpn): qHTS | purified Mm-Cpn ATPase, ADP Transcreener TR-FRET | Potency, µM (top dose mostly 76.9 µM), without a hit: at the highest dose activity, negative = inhibition, actives largely listed as inhibitors | hit rate 0.031% among 330,000; note: potency is the fitted concentration of half-maximal effect; % is set by controls: 0 for no effect and ±100 for the full control effect; nearly all actives have a fitted effect of over 80% in size
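25 nM Mm-CPN + cpd, 10 min 37°C; + 10 uM ATP, 30 min 37°C; buffer 30 mM Tris pH 7.4, 100 mM KCl, 5 mM MgCl2, 1 mM DTT; Transcreener ADP HTRF detection 30 min RT.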
Akt phos inh: HTS Assay for Inhibitors of Akt Phophorylation: Primary Screen. Neuro2A IGF-stimulated pAkt S473 HTRF, 20 min; stronger effect = lower value. activity change, % for hits at 50 µM. hit rate 0.32% among 360,000; in the data active = activity change below about -80%; inconclusive = mostly about -51% to -80%; note: % is set by controls: 0 for no effect and ±100 for the full control effect
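Single-point screen (50 µM final compound) in Neuro2A cells stimulated 20 min with 6 nM IGF at 37 deg C. After lysis, Ser473-phosphorylated Akt read by HTRF (ex 330 nm, em 615/665 nm) as the 665/615 ratio.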
TGFb inhibitor: qHTS for Inhibitors of TGF-b; HepG2 CAGA-GFP TGF-b/SMAD3 reporter, GFP fluorescence, 18 h; TGF-beta stimulated, 500 pg/mL final; Potency, µM (doses to about 46.1 µM), without a hit: top-dose activity, negative = inhibition, usual class: inhibitors; hit rate 1.2% among 410,000; AID 588855, 2011; note: potency is the fitted concentration of half-maximal effect; % is set by controls: 0 for no effect and ±100 for the full control effect; nearly all actives have a fitted effect of over 65% in size
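Inhibition of TGF-beta-driven CAGA-GFP reporter expression in HEPG2 cells is measured by cellular GFP fluorescence after 18 h stimulation with 500 pg/mL recombinant TGF-beta in 1% FBS medium at 37 degrees C.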
EPAC2 antag: qHTS for Antagonist of cAMP-regulated guanine nucleotide exchange factor 2 (EPAC2): primary screen; Rap guanine nucleotide exchange factor 4 (Homo sapiens), Q8WZA2; hit rate 0.18% among 360,000; Potency, µM (series often up to 114 µM), without a hit: at the highest dose activity, negative = inhibition, hits mostly inhibitors; EPAC2 GEF exchange of Rap1B-BODIPY-GDP, fluorescence; AID 720708, 2013; note: potency is the fitted concentration of half-maximal effect; % is set by controls: 0 for no effect and ±100 for the full control effect; nearly all actives have a fitted effect of over 45% in size; many of its hits are not listed in these tables
An asterisk follows results filed as active; i = inactive; ? = inconclusive; . = not tested or not shown; & = joins results of further samples; [ ] = dose if it differs, or a comment. Unless noted, calls come from the whole dose curve; as a rule, active = well fitted curve in the direction sought with a large enough effect; inconclusive = small, poorly fitted or top-dose-only effect, or another doubt; inactive = no such curve, though single readings can be large; an effect the other way counts as inactive or inconclusive.

Values in the order – Akt phos inh	EPAC2 antag	Nrf2 activator	CCT modulator	MmCpn inh	Nrf2 block	A549 tox	TGFb inhibitor	EPAC2 agonist
COCCNC(=O)Cn1cc(/C=C(\C#N)C(=O)NC2CC2)c2ccccc21
 : i	-3%	-0.5%	-2.3	1%	5%	-11%	0%	4%
Cc1cc(-c2csc(N)n2)c(C)n1CCC(C)C
 : .	3%	2.5%	0.1	0%	1%	-1%	-21%	?
CC(=O)Nc1cc(-c2ccc(N3CCN(C)CC3)cc2)cn2c(-c3ccc(S(C)(=O)=O)cc3)cnc12
 : i	9%	5.6%	-6.7	.	.	.	35%	8%
COC(C(=O)Nc1ccc(S(=O)(=O)Nc2ccc(F)cc2)cc1)c1ccccc1 (configuration not stated)
 : i	-8%	0.5%	-1.5	1%	-13%	0%	-7%	16%
Cc1cc(C)cc(C(=O)NCc2ccc3c(c2)OCO3)c1
 : i	4%	0.3%	-24	-2%	6%	14%	10%	17%
O=C(O)/C=C/C(=O)Nc1nc(-c2ccc3ccccc3c2)cs1
 : i	-7%	3.7%	-1.6	.	22%	-4%	0%	-1%
Cc1ccc(NC(=O)c2cnccn2)c(C)c1
 : i	8%	0.0%	-1.8	0%	7%	0%	0%	6%
NNC(=O)/C(=N/Nc1ccccc1)S(=O)(=O)c1ccc(Cl)cc1
 : i	-4%	-0.4%	-2.8	1%	-21%	-14%	-34%	-8%
COc1ccc(N2Cc3ccccc3C2=NC(=O)c2ccc(C)cc2)cc1OC
 : i	3%	5.4%	1.7	-1%	-12%	-9%	-15%	3%
CN1C(=S)N2CCCN2C1c1ccccc1 (configuration not stated)
 : i	9%	-0.2%	-2.0	1%	2%	-5%	-6%	3%
Cc1c(/C=N/NC(=O)c2cc(C(C)(C)C)[nH]n2)c2ccccc2n1C
 : i	-3%	0.0%	-1.2	-6%	2%	-1%	-10%	4%
O=C(Nc1cccc(-c2nc3ccccc3s2)c1)c1cc(-n2cnnc2)ccc1Cl
 : i	-8%	-4.8%	-2.5	-10%	0%	-4%	-8%	0%
C=CCNC(=S)NS(=O)(=O)c1cccs1
 : i	-5%	0.4%	-2.1	-1%	5%	0%	-8%	8%
CN(CC1COc2ccccc2O1)C(=S)NC1CCCCC1 (configuration not stated)
 : i	-13%	0.2%	-0.9	3%	-4%	8%	?	-2%
CC(=O)Nc1ccc(Nc2ccc([N+](=O)[O-])cn2)cc1
 : i	-6%	0.2%	0.1	1%	-17%	?	-4%	3%
COc1cccc(-c2nc(CS(=O)(=O)CC(=O)Nc3cccc(C(C)=O)c3)c(C)o2)c1
 : i	-11%	0.3%&4.8%	1.8	-6%	?	-3%&-13%	?	8%
CCCN1CCN(CCCNC(=O)c2cc3c(=O)n(C)c4ccccc4c3n2C)CC1
 : i	5%	25%	-4.3	-1%	2%	-11%	5%	11%
CCC1(C)Cc2ccccc2-c2nc3n(c(=O)c21)CCCCC3 (configuration not stated)
 : i	0%	-0.4%	-2.4	1%	.	13%	2%	8%
O=C(Nc1ccn(CCCN2CCN(Cc3cccc4ccccc34)CC2)c(=O)n1)OCc1ccccc1
 : i	-4%	-4.8%	1.2	.	.	.	?	11%
O=C(N/N=C/c1ccco1)c1cccc(N2CCCC2=O)c1
 : i	4%	3.2%	-0.9	0%	?	5%	17%	2%
Cc1ccc(C(=O)O/N=C/c2c(Cl)n(C)c3ccccc23)cc1
 : -105%*	0%	3.0%	-1.9	1%	24%	0%	13%	14%
CCCCN1C(=O)C(=Nc2cccc3cnccc23)c2ccccc21
 : i	-14%	-0.8%	-2.9	4%	?	-8%	11%	2%
Cc1nn(-c2cc(N3CCOCC3)ccc2[N+](=O)[O-])c(=O)c2ccccc12
 : i	5%	-0.1%	-4.4	0%	?	-6%	-2%	2%
CC(C)CNCC1OCc2ccccc2CO1
 : i	4%	-1.1%	-1.7	0%	6%	2%	0%	1%
COC(=O)c1ccc(Cn2nc(C(F)(F)F)cc2C)cc1
 : i	-2%	0.5%	-9.4	1%	-24%	-7%	-2%	-5%
CC(C)NC(=O)Nc1ccc2c(c1)C(=O)N([C@H](C)CO)C[C@H](C)[C@@H](CN(C)S(=O)(=O)c1cccs1)O2
 : i	4%	-0.5%	0.2	1%	6%	2%	8%	-3%
CC1CCCN(C(C(=O)Nc2ccc(C(C)C)cc2)c2ccc3c(c2)OCO3)C1 (configuration not stated)
 : i	12%	-0.4%	-3.7	1%	2%	-16%	4%	5%
CCCCN(CCCC)Cc1cc(=O)oc2cc(OC)ccc12
 : i	?	0.3%	-1.6	.	.	.	?	3%
COc1ccc(-c2cc(C(F)F)nc(-n3nc(C)cc3C)n2)cc1
 : i	3%	-0.4%	-0.8	-3%	-30%	7%	-41%	-3%
CCOC(=O)c1cnn2c(C(F)(F)F)cc(-c3ccccc3)nc12
 : i	-2%	-0.2%	0.2	-2%	-6%	0%	-4%	8%
O=C(COC(=O)c1ccc(S(=O)(=O)N2CCc3ccccc3C2)cc1)NC(=O)NCc1ccco1
 : i	4%	-0.6%	-0.9	1%	-9%	-11%	10%	-2%
CCCCOc1cccc(C(=O)N(Cc2ccco2)C2CCS(=O)(=O)C2)c1 (configuration not stated)
 : i	2%	0.5%	-1.6	0%	?	0%	7%	6%
CCN(CC)S(=O)(=O)c1ccc(OC)c(-n2cnnn2)c1
 : i	3%	-0.3%&-0.1%	1.2	-3%	?	11%&-1%	2%&0%	-9%
O=C(NCc1cccc(CNC(=O)c2ccco2)c1)c1ccco1
 : i	-9%	0.2%	-6.5	0%	.	15%	17%	14%
CCOC(=O)C1=C(C)N2C(=C(C#N)[C@@H]1c1ccc(C(=O)OC)cc1)SC[C@@]2(O)C(C)(C)C
 : i	-4%	-0.4%	1.3	?	-12%	0%	-4%	7%
COc1cc2c(cc1OC)C(C)N(C(=O)c1nccnc1C(=O)O)CC2 (configuration not stated)
 : i	-6%	-0.5%	0.0	-3%	-5%	-3%	-23%	1%
COC(=O)C1C2C=CC3(CN(C4CCCC4)C(=O)C13)O2 (configuration not stated)
 : i	-3%	-0.1%	-3.2	0%	4%	1%	-3%	-3%
Cn1c(NCc2ccc(Cl)cc2)nc2ccccc21
 : i	3%	4.3%	0.3	-1%	?	6%	-7%	-2%
COc1ccc(/C=C/c2c([N+](=O)[O-])c(=O)n(C)c(=O)n2C)c(OC)c1OC
 : i	0%	?	-1.8	1%	-22%	-11%	7%	5%
C=CCN1C(=O)N(c2ccccc2)C(=O)C1CC(=O)Nc1ccc(OC)cc1 (configuration not stated)
 : i	-6%	1.2%	-0.8	1%	2%	-17%	21%	9%

Random excerpt: 3 compounds from above
Values in the order – Akt phos inh	EPAC2 antag	Nrf2 activator	CCT modulator	MmCpn inh	Nrf2 block	A549 tox	TGFb inhibitor	EPAC2 agonist
Cc1ccc(C(=O)O/N=C/c2c(Cl)n(C)c3ccccc23)cc1
 : -105%*	0%	3.0%	-1.9	1%	24%	0%	13%	14%
CCCCN(CCCC)Cc1cc(=O)oc2cc(OC)ccc12
 : i	?	0.3%	-1.6	.	.	.	?	3%
CCCCN1C(=O)C(=Nc2cccc3cnccc23)c2ccccc21
 : i	-14%	-0.8%	-2.9	4%	?	-8%	11%	2%

Continuation.
Values in the order – Akt phos inh	EPAC2 antag	Nrf2 activator	CCT modulator	MmCpn inh	Nrf2 block	A549 tox	TGFb inhibitor	EPAC2 agonist
CN(c1ccccc1)S(=O)(=O)c1cc(C(=O)OCC(=O)c2c(N)n(C)c(=O)n(C)c2=O)ccc1Cl
 : i	6%	-0.1%	-1.1	.	?	4%	8%	8%
COc1ccc(C(C)(NC(C)=O)c2nc(-c3cccnc3)cs2)cc1 (configuration not stated)
 : i	-6%	-1.3%	-0.8	.	.	.	15%	3%
Cc1ccccc1NC(=O)CN1C(=O)S/C(=C\c2ccc(-c3cc(C(=O)O)ccc3C)o2)C1=O
 : i	72%[activator]	0.0%	-2.1	-1%	17%	0%	12%	-18%
CC(C)CCN(C)C1CCN(S(=O)(=O)c2ccc(F)cc2)CC1
 : i	-6%	0.1%	-1.5	0%	4%	3%	-1%	4%
Cc1ccc(C)c(CN2C(=O)CSc3ccc(C(=O)NCC(C)CN4CCC(C)CC4)cc32)c1 (configuration not stated)
 : i	-5%	0.1%	-1.8	2%	9%	-10%	-28%	-11%
Cn1nnnc1SCC(=O)Nc1cccc(S(=O)(=O)N2CCCC2)c1
 : i	6%	-0.6%	-1.1	-1%	16%	0%	0%	7%
NC(N)=NS(=O)(=O)c1ccc(NC(=S)Nc2ccc(F)cc2)cc1
 : i	-10%	-1.4%	-1.4	-4%	-8%	0%	-1%	6%
CN(C)Cc1ccccc1Sc1ccccc1Br
 : i	9%	2.1%	0.6	-3%	0%	-2%	-5%	-3%
Cn1c(C(=O)NCc2ccc3c(c2)OCO3)cc2sccc21
 : i	-7%	2.7%	-2.0	-13%	20%	9%	5%	23%

Some of the compounds tested; the hit share may differ from the screen's.
